Source: PubChem (several laboratories)
FAS TE block = FAS thioesterase domain inhibitors, primary screen, biochemical, fluorescence intensity, uHTS. recombinant FAS-TE, OMFH fluorogenic substrate, fluorescence endpoint. inhibition, % at 15 µM. Fatty acid synthase (Homo sapiens), P49327. 360,000 tested, 0.67% active;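 active means compounds whose normalised, plate-corrected inhibition of enzyme fluorescence in the single-dose primary screen is 50% or more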;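 further: 0% = DMSO with enzyme and 100% = substrate without enzyme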
MT1-MMP act inh = blockers of MT1-MMP proenzyme processing, primary screen, HT1080 RFP-PRO-GFP cells, GFP/RFP fluorescence | Matrix metalloproteinase-14 (Homo sapiens), P50281 | GFP/RFP ratio fluorescence, overnight; percent of plate control window, DMSO zero | GFP/RFP ratio change, % at 20 µM | 360,000 tested, 0.061% active | AID 651647, 2012;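 active means GFP/RFP ratio change of at least 30% with cell ATP level not reduced by more than half and red fluorescence within 50% of control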; further: strong numbers were not always called active
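Assay system: HT1080 RFP-PRO-GFP cells. Benchmarks: DMSO vehicle wells and RFP-L50D-GFP reporter cell wells. Times: overnight cell settling, then overnight compound exposure, 37 °C, 5% CO2. Compound: 20 µM single dose, 1% DMSO. Read-out basis: GFP/RFP fluorescence ratio.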
SKN-1 block = suppressors of acrylamide-induced Pgst-4::GFP reporter in worms, primary screen, SKN-1 inhibitor project, whole organism, uHTS, GFP/RFP fluorescence ratio, strain VP596. 360,000 tested, 0.49% active. inhibition, % at 21.8 µM. C. elegans VP596 Pgst-4::GFP/RFP ratio, 24 h;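 active means interference check ratio from 0.5 to 1.5 plus GFP to RFP signal ratio inhibition reaching or exceeding a fixed threshold, cut at about 30% in these data, passing the limit was not always enough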; further: some compounds called inactive have numbers as strong as hits
TbMetRS inhib = T. brucei MetRS inhibitors, primary screen, biochemical, luminescence | methionyl-tRNA synthetase (Trypanosoma brucei brucei) | purified T. brucei MetRS, ATP depletion, Kinase-Glo luminescence | inhibition, % at 11.9 µM | 360,000 tested, 0.4% active;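 active means inhibition above a per-plate cutoff of the control wells' mean inhibition plus 3 SD, cut at about 5.5% in these data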;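 further: 0% = DMSO wells median and 100% = median of wells with control inhibitor compound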
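Dosing: 11.9 µM single point; system: parasite MetRS enzyme; technique: luminescence of leftover ATP; times: 15 min enzyme-compound preincubation, 2 h reaction, 10 min detection, 25 °C; replicates: each compound tested once; read-out basis: percent inhibition relative to median high and low control wells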
NRP1-CendR mod = modulators of CendR peptide binding to NRP-1, primary screen, biochemical, fluorescence polarization, uHTS. Neuropilin-1 (Homo sapiens), O14786. FAM-RPARPAR peptide binding to NRP-1. inhibition, % at 25 µM. 360,000 tested, 0.85% active;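 active means inhibition or corrected inhibition above about 18%, plus a signal ratio from 0.5 to 1.5, limit read from the data, passing the limit was not always enough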; further: strong numbers were not always called active
MsrA inh = bovine MsrA enzyme inhibitors, primary screen, biochemical, absorbance, HTS | Methionine sulfoxide reductase A (Bos taurus) | purified bovine MsrA, absorbance read-out | inhibition, % at 15.5 µM | 360,000 tested, 0.75% active; in the data active means inhibition above about 4.5%;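 further: 0% = vehicle wells with enzyme and 100% = reference inhibitor wells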
PABP1 MLLE inh = inhibitors of PABP1 MLLE–PAM2 peptide binding, primary screen, biochemical, fluorescence polarization, FITC-PAM2, GST-MLLE; 360,000 tested, 0.36% active; Polyadenylate-binding protein 1 (Homo sapiens), P11940; inhibition, % at 20 µM; in the data active means inhibition above about 35%, passing the limit was not always enough;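 further: plate controls were DMSO wells with GST-MLLE for no effect and wells lacking GST-MLLE protein for full effect; some results filed as inactive read as strong as hits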
Target sequence (P11940 whole entry, looked up): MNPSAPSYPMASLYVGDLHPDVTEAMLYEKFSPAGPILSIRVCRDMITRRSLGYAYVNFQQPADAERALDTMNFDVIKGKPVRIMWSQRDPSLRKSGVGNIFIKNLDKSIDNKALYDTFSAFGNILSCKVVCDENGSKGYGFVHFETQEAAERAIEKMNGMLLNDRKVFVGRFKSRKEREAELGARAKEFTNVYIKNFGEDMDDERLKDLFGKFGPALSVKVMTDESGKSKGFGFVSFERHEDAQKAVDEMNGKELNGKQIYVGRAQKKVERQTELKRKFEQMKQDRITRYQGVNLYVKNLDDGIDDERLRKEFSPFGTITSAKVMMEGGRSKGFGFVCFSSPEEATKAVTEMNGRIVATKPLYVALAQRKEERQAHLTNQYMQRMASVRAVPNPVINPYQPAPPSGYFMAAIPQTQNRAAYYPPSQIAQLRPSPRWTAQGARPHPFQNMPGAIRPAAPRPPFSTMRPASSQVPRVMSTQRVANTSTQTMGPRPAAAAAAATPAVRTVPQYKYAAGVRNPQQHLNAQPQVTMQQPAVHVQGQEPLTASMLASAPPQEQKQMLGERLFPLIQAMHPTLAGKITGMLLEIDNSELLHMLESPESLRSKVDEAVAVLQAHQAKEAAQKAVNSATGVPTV
eLon inh = inhibitors of E. coli Lon protease, primary screen, biochemical, fluorescence polarization. 360,000 tested, 0.42% active. purified E. coli Lon protease. P0A9M0. inhibition, % at 7.94 µM. AID 602123, 2011; in the data active means inhibition above about 13%, passing the limit was not always enough;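 further: 0% = enzyme with probe and DMSO and 100% = no enzyme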
bovine MsrA act = bovine MsrA enzyme activators, primary screen, biochemical, absorbance, HTS; activation, % at 10.6 µM; purified bovine MsrA, absorbance read-out; Methionine sulfoxide reductase A (Bos taurus); AID 602163, 2012; 360,000 tested, 0.3% active; in the data active means activation above about 7.5%;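 further: 0% = vehicle and 100% = reference activator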
* = called active by the depositor; · = no result given.

Preview (2 entries):
Short forms – A = FAS TE block; B = MT1-MMP act inh; C = SKN-1 block; D = TbMetRS inhib; E = NRP1-CendR mod; F = MsrA inh; G = PABP1 MLLE inh; H = eLon inh; I = bovine MsrA act
1. CN(C)/C=N/c1ncc(-c2ncc(C(F)(F)F)cc2Cl)cn1
  A: -6; B: 2; C: 12; D: 1.7; E: -3; F: 0.2; G: 10; H: 2; I: -3
2. O=C1c2ccccc2C(=O)N1CCCc1cn(C[C@H]2CC[C@@H]([C@@H]3CC[C@H](Cn4cc(CCCN5C(=O)c6ccccc6C5=O)nn4)O3)O2)nn1
  A: -2; B: 3; C: 6; D: 0.1; E: 14; F: -1.6; G: 8; H: 0; I: -3

The list itself, previewed entries included:
Short forms – A = FAS TE block; B = MT1-MMP act inh; C = SKN-1 block; D = TbMetRS inhib; E = NRP1-CendR mod; F = MsrA inh; G = PABP1 MLLE inh; H = eLon inh; I = bovine MsrA act
1. CN(C)/C=N/c1ncc(-c2ncc(C(F)(F)F)cc2Cl)cn1
  A: -6; B: 2; C: 12; D: 1.7; E: -3; F: 0.2; G: 10; H: 2; I: -3
2. O=C1c2ccccc2C(=O)N1CCCc1cn(C[C@H]2CC[C@@H]([C@@H]3CC[C@H](Cn4cc(CCCN5C(=O)c6ccccc6C5=O)nn4)O3)O2)nn1
  A: -2; B: 3; C: 6; D: 0.1; E: 14; F: -1.6; G: 8; H: 0; I: -3
3. C/C(=N\NS(C)(=O)=O)c1ccc(C)cc1
  A: -6; B: 3; C: 5; D: 0.3; E: 3; F: 0.3; G: -9; H: -6; I: 0
4. CCOC(=O)CC(=O)CSc1ncnc2c1nnn2-c1ccc(OC)cc1
  A: 4; B: -3; C: 1; D: 1.0; E: -12; F: 0.7; G: 18; H: -5; I: -5
5. COC(=O)CN1C(=O)[C@H]2[C@@H](c3ccc(C)o3)N3C(=O)CN(CCO)C(=O)[C@@]3(Cc3ccccc3)[C@H]2C1=O
  A: -10; B: -1; C: 4; D: -0.2; E: -2; F: 2.4; G: 0; H: 0; I: -2
6. CC1(Oc2ccc(CC#N)cc2)CCN(Cc2ccc(-n3ccnc3)cc2)C1 (stereo not given)
  A: -8; B: -1; C: 1; D: -0.3; E: 15; F: -1.0; G: -9; H: 6; I: -7
7. CCN(CC(=O)Nc1ccc2c(c1)OCCO2)C(=O)C(C)Oc1ccc(Cl)cc1 (stereo not given)
  A: 2; B: 0; C: 23; D: -0.1; E: -1; F: -0.1; G: 2; H: 13; I: 0
8. COc1ccc(S(=O)(=O)Nc2ccccc2C(=O)NC2CC2)cc1NC(C)=O
  A: -5; B: 3; C: 9; D: -0.2; E: 28*; F: 0.6; G: -2; H: -8; I: -1
9. Cc1onc(-c2ccccc2)c1C(=O)N/N=C/c1cc(Br)c(Br)o1
  A: 18; B: -4; C: 13; D: 0.5; E: -6; F: 1.3; G: 1; H: 6; I: -2
10. COc1ccc(-c2noc(CCCC(=O)NC3CCCC3)n2)cc1
  A: -1; B: -1; C: 1; D: 0.1; E: 4; F: -0.5; G: 5; H: -12; I: -1
11. CSc1ccc(/C=N/N2CCN(c3ccccc3)CC2)cc1
  A: 0; B: 2; C: -6; D: -0.1; E: -4; F: -0.1; G: 10; H: -6; I: -1
12. Cc1coc2c(C)c3oc(=O)cc(-c4ccccc4)c3cc12
  A: 6; B: 0; C: 11; D: -0.1; E: 11; F: 0.6; G: 4; H: 3; I: 0
13. O=C1CN(C(=O)CSc2ccccn2)c2ccccc2N1
  A: -10; B: -5; C: 2; D: 0.0; E: -2; F: -0.8; G: 6; H: -17; I: -2
14. Cn1c(CSc2ncccn2)nnc1SCC(=O)N1CCCCC1
  A: -7; B: 2; C: -7; D: -0.5; E: 9; F: -0.4; G: 14; H: 1; I: -4
15. O=S(=O)(c1ccccc1)N1CCN(CC2CC3C=CC2C3)CC1 (stereo not given)
  A: 15; B: -1; C: -3; D: -0.5; E: 10; F: 1.9; G: 1; H: -2; I: -1
16. CN(C)c1ccc(C(CNC(=O)c2ccc(-c3ccccc3)cc2)N2CCOCC2)cc1 (stereo not given)
  A: 8; B: 8; C: 1; D: 0.4; E: -7; F: 0.1; G: 1; H: -17; I: 0
17. COc1ccc(S(=O)(=O)N(CC(=O)Nc2cc(C)on2)Cc2ccccc2)cc1
  A: 7; B: -3; C: -37; D: -0.9; E: -7; F: -0.6; G: 9; H: -1; I: -9
18. CCc1noc(C)c1C(=O)NC1CC(C)(C)Cc2c1cnn2-c1ccccc1 (stereo not given)
  A: -2; B: 5; C: 15; D: -0.6; E: 1; F: 0.0; G: -4; H: -5; I: -8
19. COc1ccc(NC(=O)C2C3CC/C=C\CCC32)cc1 (stereo not given)
  A: 1; B: 0; C: -12; D: -0.9; E: -2; F: -0.3; G: -4; H: 14; I: -7
20. CCOc1ccccc1-c1cc(C(=O)N2CCOCC2)c2ccccc2n1
  A: -5; B: -2; C: 6; D: -0.2; E: 15; F: 0.1; G: -7; H: -4; I: -6

Retrieved one by one from the entries so far, six records:
Short forms – A = FAS TE block; B = MT1-MMP act inh; C = SKN-1 block; D = TbMetRS inhib; E = NRP1-CendR mod; F = MsrA inh; G = PABP1 MLLE inh; H = eLon inh; I = bovine MsrA act
14. Cn1c(CSc2ncccn2)nnc1SCC(=O)N1CCCCC1
  A: -7; B: 2; C: -7; D: -0.5; E: 9; F: -0.4; G: 14; H: 1; I: -4
20. CCOc1ccccc1-c1cc(C(=O)N2CCOCC2)c2ccccc2n1
  A: -5; B: -2; C: 6; D: -0.2; E: 15; F: 0.1; G: -7; H: -4; I: -6
13. O=C1CN(C(=O)CSc2ccccn2)c2ccccc2N1
  A: -10; B: -5; C: 2; D: 0.0; E: -2; F: -0.8; G: 6; H: -17; I: -2
11. CSc1ccc(/C=N/N2CCN(c3ccccc3)CC2)cc1
  A: 0; B: 2; C: -6; D: -0.1; E: -4; F: -0.1; G: 10; H: -6; I: -1
16. CN(C)c1ccc(C(CNC(=O)c2ccc(-c3ccccc3)cc2)N2CCOCC2)cc1 (stereo not given)
  A: 8; B: 8; C: 1; D: 0.4; E: -7; F: 0.1; G: 1; H: -17; I: 0
19. COc1ccc(NC(=O)C2C3CC/C=C\CCC32)cc1 (stereo not given)
  A: 1; B: 0; C: -12; D: -0.9; E: -2; F: -0.3; G: -4; H: 14; I: -7

(more compounds)
Short forms – A = FAS TE block; B = MT1-MMP act inh; C = SKN-1 block; D = TbMetRS inhib; E = NRP1-CendR mod; F = MsrA inh; G = PABP1 MLLE inh; H = eLon inh; I = bovine MsrA act
21. COc1ccc(C(CC(=O)Nc2ccc(C)cc2)NC(=O)C(F)(F)F)cc1 (stereo not given)
  A: -12; B: 3; C: 7; D: 0.3; E: -6; F: 0.4; G: 1; H: 11; I: -2
22. COC(=O)c1cc(=O)nc(NN=Cc2ccc(OC)cc2)s1
  A: -1; B: 1; C: -8; D: -0.2; E: -12; F: ·; G: -91; H: 0; I: -3
23. COc1ccc(-c2nc3ccccc3c(=O)[nH]2)cc1
  A: -2; B: -2; C: 4; D: 0.2; E: 8; F: 1.5; G: 8; H: -12; I: -1
24. Cc1cc(C)cc(Cn2cc(CN3CC(N4CCN(C)CC4)CS3(=O)=O)nn2)c1 (stereo not given)
  A: -12; B: 2; C: -1; D: -1.0; E: 14; F: 1.0; G: ·; H: 2; I: -6
25. N#Cc1ccccc1Cn1c(=O)n(CCCC(=O)NCc2ccc3c(c2)OCO3)c(=O)c2ccccc21
  A: -3; B: 0; C: 4; D: -0.3; E: 10; F: 1.0; G: 18; H: 1; I: -3
26. CC(C)C(=O)NNS(=O)(=O)c1ccccc1
  A: -6; B: -1; C: -1; D: 0.0; E: 4; F: 0.4; G: 15; H: -2; I: -4
27. O=C(CSc1ccccn1)Nc1ccc2[nH]c(=O)[nH]c2c1
  A: -5; B: 3; C: 8; D: -0.3; E: -8; F: -0.8; G: 10; H: 4; I: -7
28. CC(c1ccccc1)N(CCC(c1ccccc1)C1CCOC(C)(C)C1)C(=O)c1ccco1 (stereo not given)
  A: 15; B: -5; C: -7; D: -0.2; E: -10; F: 0.3; G: 16; H: 4; I: -1
